# Assay outcomes as filed in PubChem BioAssay.
# PPARg SRC-2 ag = agonists of SRC-2 recruitment by human PPARgamma; PPARgamma LBD-SRC-2 recruitment, biochemical; AID 1032; 200,000 compounds, 0.34% hits; activation, % at 8 µM; P37231; in the data active = activation above about 22%;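 also: 0% = vehicle and 100% = reference agonist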
# Target sequence (P37231 whole entry, looked up, the tested form may be a part): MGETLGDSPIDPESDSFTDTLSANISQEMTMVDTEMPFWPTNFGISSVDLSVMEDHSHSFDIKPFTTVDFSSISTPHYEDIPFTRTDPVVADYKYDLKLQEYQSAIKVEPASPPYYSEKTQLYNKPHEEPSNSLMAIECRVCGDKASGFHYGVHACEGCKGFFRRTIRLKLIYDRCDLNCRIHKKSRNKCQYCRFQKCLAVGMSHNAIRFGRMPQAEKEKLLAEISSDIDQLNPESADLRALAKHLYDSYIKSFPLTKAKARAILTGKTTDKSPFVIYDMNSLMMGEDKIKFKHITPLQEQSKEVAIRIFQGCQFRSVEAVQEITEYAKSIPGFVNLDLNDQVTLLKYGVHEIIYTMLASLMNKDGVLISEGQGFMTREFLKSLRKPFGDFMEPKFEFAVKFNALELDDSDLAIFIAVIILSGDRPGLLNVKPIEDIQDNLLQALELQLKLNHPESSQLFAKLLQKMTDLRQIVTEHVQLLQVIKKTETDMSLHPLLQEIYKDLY
# TNAP act hiacc = increases human TNAP activity under high phosphate acceptor concentration. activation factor at 20 µM. 200,000 tested, under 10 active. P05186. AID 1136. purified TNAP, CDP-star luminescence, 1 M DEA, 30 min; active compounds read high; 0 = EDTA background, 1 = DMSO-only activity;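 active = activation factor at least 2 at 20 µM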
# Target sequence (P05186 whole entry, looked up): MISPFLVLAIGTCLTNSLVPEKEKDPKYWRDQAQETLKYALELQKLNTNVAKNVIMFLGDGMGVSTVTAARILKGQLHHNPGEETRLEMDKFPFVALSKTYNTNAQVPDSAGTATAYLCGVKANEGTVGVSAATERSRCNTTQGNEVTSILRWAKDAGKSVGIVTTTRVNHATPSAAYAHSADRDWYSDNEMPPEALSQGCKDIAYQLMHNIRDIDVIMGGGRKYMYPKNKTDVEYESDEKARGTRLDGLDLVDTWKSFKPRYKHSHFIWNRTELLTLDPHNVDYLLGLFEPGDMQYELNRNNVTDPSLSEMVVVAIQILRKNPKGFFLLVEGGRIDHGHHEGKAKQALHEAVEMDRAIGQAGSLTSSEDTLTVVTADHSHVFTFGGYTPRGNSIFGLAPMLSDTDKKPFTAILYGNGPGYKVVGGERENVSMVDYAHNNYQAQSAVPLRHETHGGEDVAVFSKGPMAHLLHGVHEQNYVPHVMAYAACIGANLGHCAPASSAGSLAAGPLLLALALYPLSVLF
#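 Test system – human TNAP · Doses – 20 µM single point · Incubation – 30 min, room temperature · Signal – luminescent substrate turnover signal · Read-out basis – activation factor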
# PPARg SRC3 recr = agonists of human PPARgamma SRC-3 coactivator recruitment | biochemical PPARgamma/SRC-3 coactivator recruitment assay | 200,000 compounds, 0.26% hits | P37231 | activation, % at 8 µM | AID 731; in the data active = activation above about 23%;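 also: 0% = DMSO and 100% = reference agonist; some compounds past the cut are filed as inactive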
# TNAP inh hiacc = TNAP (human) inhibition, high acceptor; P05186; purified TNAP, CDP-star luminescence, 1 M DEA; 200,000 compounds, 0.03% hits; inhibition, % at 20 µM; AID 1135;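 active = over 50% inhibition of tissue-nonspecific alkaline phosphatase at 20 µM in the single-dose screen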;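 also: plate controls were DMSO wells for no effect and EDTA-quenched wells as full inhibition for full effect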
# PPARg SRC-1 ag = PPARgamma-driven SRC-1 recruitment agonism; P37231; PPARgamma-SRC-1 coactivator recruitment biochemical assay; activation, % at 8 µM; 200,000 compounds, 0.41% hits; AID 631; in the data active = activation above about 19%;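 also: 0% = DMSO and 100% = reference agonist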
# TNAP inh noacc = inhibitors of human TNAP without phosphate acceptor. purified TNAP, CDP-star luminescence, 30 min. AID 1012. inhibition, % at 20 µM. 200,000 compounds, 0.26% hits;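 active = tissue-nonspecific alkaline phosphatase inhibition above about 50% at 20 µM in the single-dose screen, limit read from the data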;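 also: 0% = DMSO negative control and 100% = EDTA positive control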
# SRC2 TRFRET art = counter-screen for PPARgamma SRC-2 recruitment agonists: TR-FRET artefact. TR-FRET ratio at 8 µM. AID 1049. active compounds read high. 200,000 compounds, 0.4% hits; in the data active = TR-FRET ratio above about 2000; also: inactives centre near 1500
# bIAP inh = blocks bovine intestinal alkaline phosphatase activity | purified bovine IAP, CDP-star luminescence, 30 min | inhibition, % at 20 µM | 190,000 tested, under 10 active;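 active = over 50% inhibition of intestinal alkaline phosphatase at 20 µM in the single-dose screen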
#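 test system = bovine IAP enzyme | medium = DEA buffer 100 mM, pH 9.8, with MgCl2 1.0 mM, ZnCl2 0.02 mM | detection = luminescence | dosing = single compound dose of 20 µM, 2% DMSO final | incubation = 30 min reaction at room temperature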
# Efa HMGR inh = E. faecalis class II HMG-CoA reductase inhibition. purified E. faecalis HMGR, NADPH absorbance 340 nm kinetic. inhibition, % at 10 µM. 190,000 compounds, 0.41% hits. AID 1066;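 active = inhibition above a set limit, the median over all tested compounds plus 3 SD, cut at about 9.5% in these data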;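 also: enzyme runs in reverse so mevalonate oxidation gives rising NADPH absorbance; 0% = complete reaction with DMSO and 100% = background rate lacking mevalonate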
# bIAP activator = intestinal alkaline phosphatase (bovine) activation; purified bovine IAP, CDP-star luminescence, 30 min; active compounds read high; fold of DMSO-control signal, blank-subtracted; activation factor at 20 µM; 200,000 compounds, 0.17% hits; AID 1016;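 active = activation factor of 2 or more at 20 µM, a signal rise over negative controls twice the positive control's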
# Numbers without * were called inactive; . = not tested or not shown.
No.	structure	PPARg SRC-2 ag	TNAP act hiacc	PPARg SRC3 recr	TNAP inh hiacc	PPARg SRC-1 ag
1	CCOc1ccc(C2=CS/C(=C(\C#N)c3nnc4n3CCCCC4)N2CC)cc1	8	1	7	0	-1
2	COc1ccc(CCNC(=O)CSc2nc(C)cs2)cc1	-1	1.1	7	-5	1
3	COc1ccc(NC(=O)CSc2nnc(CNC(=O)COc3ccc(Cl)cc3)o2)cc1	1	1	3	1	5
4	c1ccc(COc2ccc(OCCCCN3CCCCC3)cc2)cc1	-2	1	-6	-3	-6
5	CC1(C)Cc2c(sc(/N=C/N3CCCCC3)c2C#N)C(C)(C)N1	12	1.1	7	-8	9
6	CCN=C1SC(C(=O)Nc2ccccc2)CC(=O)N1CC (stereo not given)	1	1	-5	-4	-3
7	Cc1ccc(OCC(=O)c2c[nH]c3ccccc23)c([N+](=O)[O-])n1	9	1	2	3	1
8	Cc1ccc(NS(=O)(=O)c2ccc3c(c2)CCC(=O)N3)cc1C	2	1	10	-5	8

No.	TNAP inh noacc	SRC2 TRFRET art	bIAP inh	Efa HMGR inh	bIAP activator
1	-10	1592	1	0	1
2	-18	1588	8	-6	0.9
3	-4	1741	-8	0	1.1
4	-18	1438	-7	3	1.1
5	-7	1566	3	2	1
6	-7	1575	1	-1	1
7	10	1956	-6	2	1.1
8	-5	1783	7	-1	0.9

# Compound profiles, as listed above.
# `CCN=C1SC(C(=O)Nc2ccccc2)CC(=O)N1CC` (stereo not given) in the list: PPARg SRC-2 ag = 1; TNAP act hiacc = 1; PPARg SRC3 recr = -5; TNAP inh hiacc = -4; PPARg SRC-1 ag = -3; TNAP inh noacc = -7; SRC2 TRFRET art = 1575; bIAP inh = 1; Efa HMGR inh = -1; bIAP activator = 1
# `Cc1ccc(NS(=O)(=O)c2ccc3c(c2)CCC(=O)N3)cc1C` in the list: PPARg SRC-2 ag = 2; TNAP act hiacc = 1; PPARg SRC3 recr = 10; TNAP inh hiacc = -5; PPARg SRC-1 ag = 8; TNAP inh noacc = -5; SRC2 TRFRET art = 1783; bIAP inh = 7; Efa HMGR inh = -1; bIAP activator = 0.9

# The list continues.
No.	structure	PPARg SRC-2 ag	TNAP act hiacc	PPARg SRC3 recr	TNAP inh hiacc	PPARg SRC-1 ag
9	CCCNC(=O)Nc1ccccc1C(=O)Nc1ccc(OC)cc1	-6	1	-7	1	-9
10	COc1ccc2nc(NC(=O)CSc3nnc(C)s3)sc2c1	0	1	-3	-3	-10
11	O=c1nc(-c2ccccc2)c2cc(Cl)ccc2[nH]1	-2	1	15	-3	7
12	O=C(NCc1ccc2c(c1)OCO2)c1cccc(C(=O)NCc2ccc3c(c2)OCO3)c1	-4	1.1	-8	-6	-7
13	O=C(O)CNS(=O)(=O)c1ccc(C2CCCCC2)cc1	-2	1	2	-4	8
14	O=C(Nc1ccc(-c2nc3ccccc3[nH]2)cc1)c1ccccc1NS(=O)(=O)c1ccc(F)cc1	4	1	1	0	-2
15	Cn1cnnc1SCc1nnc(-c2ccccc2Br)o1	-2	1	-3	-5	-4
16	Cn1c(Cc2ccccc2)nnc1SCC(=O)N1CCN(c2ccccc2)CC1	5	1	-1	-2	8

No.	TNAP inh noacc	SRC2 TRFRET art	bIAP inh	Efa HMGR inh	bIAP activator
9	-6	1401	10	-9	0.9
10	-13	1638	1	0	1
11	-2	1577	6	0	0.9
12	-14	1583	6	0	0.9
13	-5	1601	-4	-7	1
14	-3	1530	5	-1	1
15	-3	1579	-12	-1	1.1
16	-8	1405	6	-3	0.9

# Remaining list, next part.
No.	structure	PPARg SRC-2 ag	TNAP act hiacc	PPARg SRC3 recr	TNAP inh hiacc	PPARg SRC-1 ag
17	CSc1ccccc1NC(=O)CCc1ccccc1	-2	1.1	3	-8	-4
18	COc1ccc(OC)c(C(=O)c2ccc(C(=O)c3cc(OC)ccc3OC)cc2)c1	7	1.1	5	-6	4
19	CCOC(=O)c1cnc(Nc2nc3ccccc3o2)nc1C	4	1	-1	-3	9
20	C/C(=N/N1CCN(c2ccccn2)CC1)c1ccc([N+](=O)[O-])cc1	0	1	-18	5	-6
21	CCc1cc2c(SCC(=O)Nc3ccc(Cl)cn3)ncnc2s1	4	1	1	-3	7
22	COc1ccc(C)cc1NC(=O)C(Sc1nnnn1C)c1ccccc1 (stereo not given)	1	1.1	0	-6	4
23	COc1ccccc1NC(=O)CN1CCN(c2ccccc2OC)CC1	4	1.1	-2	-8	2
24	CC(C)=N/N=C(\c1cccc([N+](=O)[O-])c1)C12CN3CN(CN(C3)C1)C2	2	1.1	2	-8	5

No.	TNAP inh noacc	SRC2 TRFRET art	bIAP inh	Efa HMGR inh	bIAP activator
17	-18	1693	-3	-2	1
18	-2	1537	20	3	0.8
19	-101	1433	-69	-2	1.7
20	-1	1496	2	-9	1
21	-10	1448	6	-1	0.9
22	-9	1502	6	15*	0.9
23	-10	1561	-1	-4	1
24	-9	1598	11	-5	0.9

# Efa HMGR inh: what is marked active above.
entry	Molecule	PPARg SRC-2 ag	TNAP act hiacc	PPARg SRC3 recr	TNAP inh hiacc	PPARg SRC-1 ag	TNAP inh noacc	bIAP inh	Efa HMGR inh	bIAP activator
22	COc1ccc(C)cc1NC(=O)C(Sc1nnnn1C)c1ccccc1 (stereo not given)	1	1.1	0	-6	4	-9	6	15*	0.9

# Additional entries follow:
No.	structure	PPARg SRC-2 ag	TNAP act hiacc	PPARg SRC3 recr	TNAP inh hiacc	PPARg SRC-1 ag
25	CC1(C)Cc2c(sc3nc(SCC(=O)NCc4ccco4)n(-c4ccccc4)c(=O)c23)CS1	1	1	7	-3	-1
26	CCC1=NN(C(=O)Cc2ccc([N+](=O)[O-])cc2)C(O)(C(C)(C)C)C1 (stereo not given)	-4	1	4	2	4
27	COc1cc2c(cc1NC(=S)NC(=O)c1c(OC)cccc1OC)oc1ccccc12	6	1	3	-2	11
28	O=C(CSCc1cccs1)N1CCCC1	-4	1	-6	-3	-2
29	COc1ccc(C(C(=O)NC2CCCC2)N2CCc3ccccc32)cc1 (stereo not given)	-8	1	-2	-1	-3
30	COc1ccc(N=c2oc3cc(O)ccc3cc2C(=O)Nc2ccccn2)cc1OC	16	0.8	6	22	-1
31	COC(=O)C1CCCN1C(=O)C1CCCN1C(=O)CNC(=O)OCc1ccccc1 (stereo not given)	-1	1	3	-2	6
32	CCOC(=O)COc1c(OC)cc(Cl)cc1C1NC(=O)NC(C)=C1C(C)=O (stereo not given)	1	1	6	-5	0

No.	TNAP inh noacc	SRC2 TRFRET art	bIAP inh	Efa HMGR inh	bIAP activator
25	-5	1452	3	-5	1
26	-4	1801	-13	-10	1.1
27	-5	1590	4	-5	1
28	-19	1597	3	-3	1
29	-152	1496	9	-3	0.9
30	17	1644	13	-3	0.9
31	-9	1417	3	-5	1
32	0	1448	7	-4	0.9

# Next structures.
No.	structure	PPARg SRC-2 ag	TNAP act hiacc	PPARg SRC3 recr	TNAP inh hiacc	PPARg SRC-1 ag
33	Cc1c(Br)c([N+](=O)[O-])nn1CCCC(=O)Nc1c(C)n(C)n(-c2ccccc2)c1=O	0	1	1	0	8
34	Cc1ccsc1/C=N/n1c(-c2ccco2)n[nH]c1=S	-1	1	-3	-2	-6
35	CC(C)(C)OC(=O)N/N=C/c1cccc([N+](=O)[O-])c1	2	1	0	1	-2
36	Cc1c(-n2cc(C(=O)O)c(=O)c3cc(F)c(N4CCCC4)c(F)c32)c(=O)n(-c2ccccc2)n1C	.	1.1	.	-6	.
37	CN(Cc1cccs1)C(=O)Cn1cnc2cc([N+](=O)[O-])ccc2c1=O	3	1	1	0	8
38	COCCNC(=O)C(c1ccc(F)cc1)N(CCOC)C(=O)CCC(=O)Nc1nccs1 (stereo not given)	-5	1	-11	1	-8
39	CN1CCN(C(=O)c2cc3c(C(F)(F)F)nn(C)c3s2)CC1	-1	1	-1	-2	-6
40	CCOC(=O)Cc1csc(NC(=S)NC(=O)C(C)(C)C)n1	7	1	5	-1	1

No.	TNAP inh noacc	SRC2 TRFRET art	bIAP inh	Efa HMGR inh	bIAP activator
33	-14	1664	-23	-4	1.2
34	24	1623	1	-5	1
35	18	1449	0	0	1
36	5	.	-9	.	1.1
37	-11	1644	4	3	1
38	-8	1628	-11	-2	1.1
39	-5	1608	11	-2	0.9
40	1	1591	-3	-2	1

# The list goes on.
No.	structure	PPARg SRC-2 ag	TNAP act hiacc	PPARg SRC3 recr	TNAP inh hiacc	PPARg SRC-1 ag
41	Cc1ccc(N2CCN(CC(=O)Nc3c(C(=O)C4CC4)oc4ccccc34)CC2)cc1	-3	1	2	-5	-6
42	O=C(Cc1ccsc1)NCC(c1ccco1)N1CCCCC1 (stereo not given)	2	1.1	0	-5	3
43	Cn1c(=O)[nH]c(=O)c2c1nc(N1CCCCCC1)n2Cc1cccc2ccccc12	-1	1.1	1	-10	2
44	Cc1cccc(Cn2ccc(N)n2)c1	6	1	3	-4	7
45	CCc1nnc(NS(=O)(=O)c2ccc(N/C=C(\C=O)c3nc4cc(Cl)ccc4o3)cc2)s1	-5	1.1	-2	-6	-1
46	Cc1ccc(NCc2nnc(SCC(=O)Nc3cc(C)on3)n2C)cc1	1	1	-9	-4	2
47	CCOC(=O)Cc1csc(N/N=C\c2cccc(Br)c2)n1	4	1	5	-3	-4
48	COc1ccccc1C1CC(c2ccc(Cl)cc2Cl)Nc2nc(N)nn21 (stereo not given)	4	1.1	11	-10	4

No.	TNAP inh noacc	SRC2 TRFRET art	bIAP inh	Efa HMGR inh	bIAP activator
41	11	1499	9	-13	0.9
42	5	1555	3	-3	1
43	8	1528	3	2	1
44	-7	1520	-15	-1	1.1
45	-106	1665	-6	-5	1.1
46	-12	1567	-5	0	1
47	-13	1505	-4	-3	1
48	-10	1483	8	2	0.9

# The list goes on:
No.	structure	PPARg SRC-2 ag	TNAP act hiacc	PPARg SRC3 recr	TNAP inh hiacc	PPARg SRC-1 ag
49	Cc1ccc(Nc2nc(COC(=O)C3CC3)cs2)cc1	-1	1	2	3	4
50	CC1CN(C(=O)CN2C(=O)c3ccccc3S2(=O)=O)CC(C)O1 (stereo not given)	-6	1.1	-2	-6	8
51	COc1ccc(N(CC(=O)Nc2ccc3c(c2)OCCO3)S(=O)(=O)c2cccnc2)cc1	-1	1	3	-2	5
52	O=C(c1cccc(C(=O)N(c2ccccn2)C2CCCCC2)c1)N(c1ccccn1)C1CCCCC1	-1	1	4	2	6
53	O=[N+]([O-])c1ccc([C@H](O)[C@H](CO)N=Cc2ccccc2O)cc1	4	1	-1	1	2
54	COc1ccc(C(=O)/C(=C\c2ccco2)N2C=CC=CC2=C(C#N)C#N)cc1	-8	1	-15	1	0
55	CCNC(=O)NC(=O)C(C)OC(=O)CNS(=O)(=O)c1c(Cl)cc(Br)cc1Cl (stereo not given)	0	1.1	2	-5	-6
56	CCOc1ccc(C(=O)Nc2ccc(Cl)cn2)cc1Cl	-5	1	-2	4	-1
57	CN(C)/C=C1\C(=O)Nc2ccccc21	6	1	4	0	2

No.	TNAP inh noacc	SRC2 TRFRET art	bIAP inh	Efa HMGR inh	bIAP activator
49	-1	1460	18	-5	0.8
50	-3	1577	2	-8	1
51	-6	1526	10	-10	0.9
52	-2	1577	-28	-4	1.3
53	1	1549	0	1	1
54	-3	1522	2	-5	1
55	-11	1510	-21	-1	1.2
56	9	1431	6	-4	0.9
57	-7	1625	11	-2	0.9
